Source: PubChem (several laboratories)
M17LAP inhibition: P. falciparum M17LAP inhibitors, primary screen, biochemical, fluorogenic H-Leu-NHMec substrate, 1536-well (AID 1619). one-dose inhibition, % at 30 µM; IC50 in µM for titrated hits. 220,000 compounds, 0.38% hits. recombinant M17LAP, H-Leu-NHMec fluorogenic kinetic assay; higher % means a stronger effect;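 active means compound inhibiting the enzyme by more than half at any dose during confirmatory dose-response retesting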;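 further: plate controls were full reaction with DMSO carrier for no effect and no enzyme background for full effect; strong numbers were not always called active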
Dynein transport: blocks dynein driven cargo transport along microtubules. 3617.4 mouse cells, GR-EGFP nuclear translocation imaging; test concentration mostly 20 µM; stimulated with dexamethasone, 1 µM; stronger effect = lower value. z-score, hits read low. 220,000 compounds, 0.47% hits;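 active means plate z-score of nuclear minus cytoplasmic receptor signal below a set negative limit, without overly bright fluorescence or cell loss, cut at about -3.5 in these data, passing the limit was not always enough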;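 further: z-score of nuclear minus cytoplasmic ring GR-EGFP intensity difference per well; some compounds called inactive have numbers as strong as hits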
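medium = tetracycline-free induction medium containing charcoal-stripped FBS | probe or stimulus = dexamethasone, 1.0 µM final | timing = 48 h induction, then 1 h compound, then 30 min agonist, 37 °C | detection = automated 10x imaging of fixed Hoechst-stained cells | read-out basis = nuclear versus cytoplasmic GR-EGFP signal, averaged per well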
MT stabilize HCS: microtubule stabilization, imaging screen; HeLa tubulin immunostaining HCS, 24 h; share of cells brighter than vehicle mean+2SD; % tubulin-high responders, % at 10 µM; 200,000 compounds, 0.83% hits; AID 2205;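 active means plate Z-score above 3 for both tubulin-high and condensed-nucleus cell shares, with cell loss under 80%, at 10 µM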;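 further: anti alpha tubulin signal scored within the nucleus-defined area of each cell; some results filed as inactive read as strong as hits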
NOD2 inhibition: NOD2 signaling inhibitors, cell-based, luminescence, uHTS, HEK293 (AID 1566). 290,000 compounds, 0.63% hits. inhibition, % at 4 µM, or EC50 in µM where a hit was titrated. HEK293 NOD2/NF-kB luciferase reporter, luminescence; higher % means a stronger effect; in the data active means inhibition above about 50%; further: many of its hits are not listed in these tables
bCat nuc transl: modulators of beta-catenin nuclear translocation; HeLa beta-catenin nuclear translocation, immunofluorescence imaging; nuclear translocation activity, % at 5 µM; 190,000 compounds, 0.3% hits; AID 1665;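 active means nuclear translocation activity above 50% at 5 µM, with a well cell count of 50 or more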;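 further: per-cell ratio of nuclear to cytoplasmic median beta-catenin stain intensity; plate controls were DMSO negative control for no effect and GSK-3 inhibitor IX positive control for full effect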
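Signal – beta-catenin immunofluorescence imaging with DAPI · Test system – human HeLa cell line · Dosing – 5 µM primary single dose, 0.1% DMSO, 0.02–20 µM confirmation series · Measure – % activation, nuclear-to-cytoplasmic median beta-catenin signal ratio per cell · Incubation – 24 h compound exposure at 37°C, 5% CO2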
Autophagy HCS: modulators of autophagy; MEF GFP-LC3 puncta imaging; test concentration mostly 10 µM; calls only at 10 µM (by protocol); 190,000 compounds, 0.98% hits;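 active means percentage of spot-positive cells more than 3 SD above its plate mean, without a fluorescence outlier flag or 80% toxicity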;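 further: spot-positive cell cutoff set from DMSO-treated cells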
Ins promoter up: MIN6 insulin promoter up-regulation; MIN6 insulin promoter-GFP reporter, high-content imaging; stronger effect = higher value; z-score at 5 µM; 190,000 compounds, 0.3% hits;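 active means z-score above 3 at 5 µM with at least 500 cells counted in the well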
NOD1 NF-kB reporter: inhibition of NOD1-driven NF-kB reporter – cell-based, luminescence, uHTS, primary screen (AID 1578); NOD1-driven NF-kB luciferase reporter cells, luminescence; higher % means a stronger effect; one-dose inhibition, % at 4 µM; EC50 in µM for titrated hits; 290,000 compounds, 1% hits; in the data active means inhibition mostly above about 36%, no sharp cut-off; inactive means mostly below about 34%;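 further: HEK-293T reporter cells stimulated with the NOD1 agonist gamma-tri-DAP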
Yfh1-off respiration: mitochondrial function rescue without frataxin homolog – Friedreich's ataxia, plus single-dose screen, dose response (AID 1465); S. cerevisiae Yfh1-off respiration, WST-1 reduction, 72 h; higher fold induction means a stronger effect; fold induction at 50 µM, or EC50 in µM where a hit was titrated; 220,000 compounds, 0.074% hits;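 active means fold induction of absorbance versus untreated yeast above a set limit, then at least 30% activation at any dose in follow-up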;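 further: activators that raise dye reduction in frataxin-depleted yeast; strong numbers were not always called active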
Dynein transport cytoplasmic EGFP: second read-out of Dynein transport, no call of its own (marks repeat the call); z-score; measured here: cytoplasmic GR-EGFP intensity; stronger effect = higher value
Dynein transport nuclear GR-EGFP: second read-out of Dynein transport, no call of its own (marks repeat the call); z-score; measured here: nuclear GR-EGFP intensity;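 lower value marks the stronger effect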
Dynein transport cell count: further read-out of Dynein transport, marked with its call; z-score; measured here: cell count per field
Ins promoter up cell count: further read-out of Ins promoter up, marked with its call; cell count; measured here: cytotoxicity, nuclei count;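 total cells summed across four imaged fields per well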
bCat nuc transl cell count 5 µM: second read-out of bCat nuc transl, no call of its own (marks repeat the call); cell count; measured here: cell count, cytotoxicity flag
MT stabilize HCS Hoechst-high %: further read-out of MT stabilize HCS, marked with its call; % Hoechst-high responders; measured here: nuclear condensation Hoechst responders;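 share of cells brighter than vehicle mean plus two SD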
MT stabilize HCS cytotoxicity %: further read-out of MT stabilize HCS, marked with its call; toxicity, %; measured here: cytotoxicity by cell density;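 0% = mean cell density of plate MIN control wells and 100% = no cells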
Autophagy HCS cell loss 18 h: second read-out of Autophagy HCS, no call of its own (marks repeat the call); toxicity, %; measured here: cell loss, nuclei count;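 cell loss after 18 h compound exposure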
* hit, by the source's call; i = inactive; . = not tested or not shown.

SMILES	M17LAP inhibition	Dynein transport	Dynein transport cytoplasmic EGFP	Dynein transport nuclear GR-EGFP	Dynein transport cell count	MT stabilize HCS	MT stabilize HCS Hoechst-high %	MT stabilize HCS cytotoxicity %	NOD2 inhibition	bCat nuc transl	bCat nuc transl cell count 5 µM	Autophagy HCS	Autophagy HCS cell loss 18 h	Ins promoter up	Ins promoter up cell count	NOD1 NF-kB reporter	Yfh1-off respiration
CCCCN(C(=O)c1ccco1)c1nnc(-c2cc(OC)c(OC)c(OC)c2)s1	-13%	1.6	-0.25	0.99	-0.4	1.8	2.1	2.8	19%	1.6	922	i	6	-0.3	1312	23%	i
Cc1cccc(OCCC(=O)NCC(c2ccccc2)N(C)C)c1 (stereo not given)	5%	-0.37	-0.18	0.092	0.18	3.4	1.7	6.8	7%	-1.1	1161	i	9	0.03	1944	-27%	i
Cc1cc(NC(=O)CCCN2C(=O)c3cccnc3C2=O)ccc1Br	4%	0.18	-0.27	0.4	-0.0093	2.8	2.5	8.2	8%	2.6	957	i	-7	-0.05	1191	-37%	i
CCn1c(-c2ccccc2Cl)nn(CC(=O)NCCc2ccccc2)c1=S	7%	0.77	-0.19	0.48	-1.5	3.2	2.9	8.9	-36%	-3.5	582	i	16	-0.42	1373	-16%	i
CCc1ccc(C(=O)COC(=O)CNC(=O)c2ccc(N3C(=O)c4ccccc4C3=O)cc2)cc1	8%	-0.41	-0.16	-0.4	0.82	2.2	1.1	4.5	-8%	-1.7	1492	i	-3	0.02	1480	-4%	i
COC(=O)c1ccccc1NC(=O)c1nc2nc(C)cc(C)n2n1	-6%	-0.36	-0.25	-0.085	0.032	2.2	0.2	19	1%	-1.2	1090	i	-2	-1.2	1288	-18%	i
Cc1ccc(NC(=O)Cc2nnc(SCC(=O)Nc3ccccc3)n2C)cc1	-4%	-1.1	-0.18	-0.99	0.93	3.1	2.8	8.3	-16%	1.7	984	i	-2	-0.05	1390	-47%	i
Cc1[nH]n(-c2ccc([N+](=O)[O-])cc2)c(=O)c1C=NCCN1CCN(C(=O)C(C)C)CC1	38%	0.96	0.12	0.17	0.43	2.1	1.3	5.8	12%	-0.1	922	i	6	0.44	1049	2%	i
O=C(NC(Cc1ccccc1)C(=O)O)/C(=C/c1ccco1)NC(=O)c1cccc([N+](=O)[O-])c1 (stereo not given)	7%	-0.22	-0.3	0.0011	0.077	3.1	2.6	2.3	19%	-0.7	1110	i	27	0.15	1368	2%	i
FC(F)(F)c1cccc(-c2ccn3ncnc3n2)c1	5%	0.4	-0.31	0.15	-0.7	3.9	2.0	1.2	18%	0.0	1079	i	-1	0.77	1280	-5%	i
CC(C)(C)NC(=O)C(c1ccccn1)N(C(=O)c1csnn1)C1CCCCC1 (stereo not given)	6%	-0.14	-0.31	-0.14	0.14	2.4	1.8	5.4	8%	0.8	1513	i	2	0.28	1549	-16%	i
Cc1ccc(S(=O)(=O)N(C)CCCC(=O)Nc2cccc3ccccc23)cc1	-1%	0.37	-0.2	0.51	-0.95	3.1	2.0	14	15%	3.4	565	i	0	-0.08	1391	28%	i
COc1ccc([C@H]2C=C(C(=O)O)O[C@@H](OCCCCO)C2)cc1	6%	-0.31	-0.67	-0.052	0.23	.	.	.	5%	-0.2	1277	.	.	-0.11	1055	-7%	i
CC(=O)N1Cc2ccccc2CC1C(=O)O (stereo not given)	-28%	-0.013	-0.27	0.0028	0.98	2.8	1.2	6.3	0%	-1.0	1104	i	-6	0.87	818	-5%	i
S=C(NCCc1ccccc1)N1CCN(C23CC4CC(CC(C4)C2)C3)CC1	-6%	1.9	0.49	1.6	-2	1.8	1.0	5.3	-6%	-2.6	1138	i	24	-0.47	1301	-56%	i

3 entries already listed, sorted by their value in Dynein transport cytoplasmic EGFP, rising.
canonical_smiles	M17LAP inhibition	Dynein transport	Dynein transport cytoplasmic EGFP	Dynein transport nuclear GR-EGFP	Dynein transport cell count	MT stabilize HCS Hoechst-high %	NOD2 inhibition	NOD1 NF-kB reporter
O=C(NC(Cc1ccccc1)C(=O)O)/C(=C/c1ccco1)NC(=O)c1cccc([N+](=O)[O-])c1 (stereo not given)	7%	-0.22	-0.3	0.0011	0.077	2.6	19%	2%
COC(=O)c1ccccc1NC(=O)c1nc2nc(C)cc(C)n2n1	-6%	-0.36	-0.25	-0.085	0.032	0.2	1%	-18%
Cc1cccc(OCCC(=O)NCC(c2ccccc2)N(C)C)c1 (stereo not given)	5%	-0.37	-0.18	0.092	0.18	1.7	7%	-27%

The listing picks up with the two entries that preceded the break.
SMILES	M17LAP inhibition	Dynein transport	Dynein transport cytoplasmic EGFP	Dynein transport nuclear GR-EGFP	Dynein transport cell count	MT stabilize HCS	MT stabilize HCS Hoechst-high %	MT stabilize HCS cytotoxicity %	NOD2 inhibition	bCat nuc transl	bCat nuc transl cell count 5 µM	Autophagy HCS	Autophagy HCS cell loss 18 h	Ins promoter up	Ins promoter up cell count	NOD1 NF-kB reporter	Yfh1-off respiration
CC(=O)N1Cc2ccccc2CC1C(=O)O (stereo not given)	-28%	-0.013	-0.27	0.0028	0.98	2.8	1.2	6.3	0%	-1.0	1104	i	-6	0.87	818	-5%	i
S=C(NCCc1ccccc1)N1CCN(C23CC4CC(CC(C4)C2)C3)CC1	-6%	1.9	0.49	1.6	-2	1.8	1.0	5.3	-6%	-2.6	1138	i	24	-0.47	1301	-56%	i
O=C(CCS(=O)(=O)Cc1ccc(Cl)cc1)NCCc1ccccc1	-11%	-0.62	-0.3	-0.29	0.71	3.9	2.3	8.9	-19%	-6.1	695	i	2	.	.	-14%	i
CCOC(=O)C1=C(C)Nc2nc(C)nn2C1c1cc(OC)ccc1OC (stereo not given)	2%	-0.16	-0.28	0.79	0.016	4.7	3.6	6.5	0%	6.0	568	i	-46	-0.22	1255	-25%	i
COc1cc(OC)cc(C(=O)N[C@H](C(=O)OCC(=O)Nc2sccc2C#N)C(C)C)c1	-1%	-0.43	-0.33	-0.23	0.21	2.0	2.8	5.1	-4%	1.4	1009	i	3	0.36	1273	-42%	i
CCc1cc2c(N[C@@H](C)C(=O)O)ncnc2s1	-10%	-0.28	-0.21	-0.021	0.35	2.9	1.3	3.2	-5%	-3.4	843	i	-8	0.56	1196	26%	i
COc1ccc(COC(=O)Nc2cc3c(C(F)(F)F)nn(C)c3s2)cc1	1%	-0.88	-0.19	0.38	0.19	2.2	1.1	9.0	16%	-2.0	969	i	-24	-0.39	1552	-37%	i
CC(CCc1ccccc1)N(C)CC(O)c1cccc([N+](=O)[O-])c1 (stereo not given)	-6%	-0.91	-0.26	-0.51	0.57	.	.	.	-12%	-0.8	1278	.	.	-0.37	1046	-14%	i
Cc1ccc(CN=c2c([N+](=O)[O-])nn(-c3ccc(Cl)cc3)n2O)cc1	11%	-0.78	-0.045	-0.13	-0.18	4.3	1.7	8.7	-42%	-3.3	1035	i	22	1.1	1624	-25%	i
Cc1ccccc1NC(=O)c1csc2c1CCCC2	-3%	-0.44	-0.32	-0.06	0.29	1.4	1.9	5.3	-17%	.	.	i	3	0.79	1850	20%	i
Cc1cccc(S(=O)(=O)N/N=c2\sc3ccccc3n2C)c1	5%	-0.78	-0.33	-0.27	0.54	3.4	2.2	13	-11%	2.0	1056	i	-8	1.1	1345	-51%	i
CCOC(=O)c1oc2ccccc2c1NC(=O)c1ccc2c(c1)OCO2	-10%	-0.69	-0.21	-0.2	0.59	5.3	4.1	7.1	20%	4.1	1408	i	6	0.04	1523	.	i
CC(C)N(C(=O)CSc1nnnn1-c1ccc2c(c1)OCO2)C(C)C	1%	1.2	-0.28	1	-0.74	2.1	2.5	5.9	18%	0.4	894	i	-3	-0.26	1450	-36%	i
CN(CCc1nc2ccc(Cl)cc2[nH]1)Cc1nc(CC2CC2)no1	18%	2.1	-0.24	0.96	-0.9	3.3	2.8	3.0	13%	2.4	973	i	-36	-0.33	1504	11%	i
C=CCn1c(CNC(=O)c2ccco2)nnc1SCC(=O)Nc1cccc(Br)c1	90µM*	1.3	0.026	0.82	-1.5	1.5	1.5	8.0	15%	-1.2	1197	i	-3	-0.54	945	-8%	i
CC(=O)Nc1ccc(S(=O)(=O)Nc2cccc(-c3csc(C)n3)c2)cc1	11%	-1.1	-0.31	-0.41	1.2	5.6	3.2	0.3	-4%	0.7	1021	i	21	.	.	9%	i
O=C(COn1nnc2ccc(Cl)cc21)NCc1ccccc1	3%	0.8	-0.28	1.1	-0.83	9.3	3.2	8.4	4%	.	.	i	40	.	.	-16%	i
COc1ccc(N2CCN(Cc3nc4ccccc4n3C)CC2)cc1	2%	-0.32	0.1	-0.34	0.45	2.8	3.0	4.2	8%	-3.1	586	i	2	0.25	1214	-36%	i
COc1ccc(-c2nnn(CC(=O)N(CC(=O)NC3CCCC3)Cc3ccco3)n2)cc1OC	-1%	-0.23	-0.13	-0.19	-0.27	1.3	2.1	6.6	1%	0.5	1617	i	-10	.	.	-33%	i
CCC(=O)N1CCCc2cc(S(=O)(=O)N3CCN(c4ccccc4F)CC3)ccc21	-4%	0.31	-0.12	0.36	-0.94	3.6	3.0	2.0	31%	.	.	i	6	-5.6	712	39%	.
CCCCNC(=O)CNC(=S)N(Cc1ccc(C)cc1)Cc1ccco1	11%	-0.59	-0.25	-0.55	1.1	2.4	1.2	3.4	-10%	-0.5	1133	i	21	1.7	1101	-2%	i
Cc1ccc(S(=O)(=O)NCC(=O)OCC(=O)Nc2cccc(S(=O)(=O)NC3=NCCCCC3)c2)cc1C	2%	-0.75	-0.25	-0.47	1.1	.	.	.	19%	-0.2	1257	.	.	-0.44	1253	1%	i
COc1cccc(C(=O)NCC2CCCO2)c1 (stereo not given)	-5%	.	.	.	.	.	.	.	0%	-0.6	1104	.	.	0.52	1631	-3%	.

Not all compounds are listed; count on the stated rates, not on these rows.
